Mtb UGM inh: Mtb UDP-galactopyranose mutase inhibition; P9WIQ1; purified UGM, fluorescence polarization probe displacement; 0.06% of 320,000 active; inhibition, % at 10 µM; in the data active means inhibition above about 10%, passing the limit was not always enough; inconclusive means no clear call, values can overlap the other calls
GDH-TPI inh: inhibits GDH-TPI coupling enzymes, artifact for Mtb FBA screen. GDH-TPI coupled enzyme counterscreen, NADH absorbance. inhibition, % at 4.8 µM. 1.2% of 360,000 active. AID 588335; in the data active means inhibition above about 30%;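 further: 0% = DMSO wells and 100% = wells lacking the enzyme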
FadD28 binding: M. tuberculosis FadD28 bisubstrate binding inhibition; FadD28 bisubstrate probe binding, fluorescence polarization; inhibition, % at 12.5 µM; 0.22% of 360,000 active; AID 588549; in the data active means inhibition above about 8.5%, passing the limit was not always enough; inconclusive means no clear call, values can overlap the other calls
Rv3671c protease: inhibits the M. tuberculosis serine protease Rv3671c | P9WHR9 | 0.048% of 320,000 active | inhibition, % at 5.96 µM | AID 2606; in the data active means inhibition above about 38%;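 further: extracellular domain of Rv3671c used as enzyme; 0% = enzyme with DMSO and 100% = no enzyme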
Target sequence (P9WHR9 whole entry, looked up, the tested form may be a part): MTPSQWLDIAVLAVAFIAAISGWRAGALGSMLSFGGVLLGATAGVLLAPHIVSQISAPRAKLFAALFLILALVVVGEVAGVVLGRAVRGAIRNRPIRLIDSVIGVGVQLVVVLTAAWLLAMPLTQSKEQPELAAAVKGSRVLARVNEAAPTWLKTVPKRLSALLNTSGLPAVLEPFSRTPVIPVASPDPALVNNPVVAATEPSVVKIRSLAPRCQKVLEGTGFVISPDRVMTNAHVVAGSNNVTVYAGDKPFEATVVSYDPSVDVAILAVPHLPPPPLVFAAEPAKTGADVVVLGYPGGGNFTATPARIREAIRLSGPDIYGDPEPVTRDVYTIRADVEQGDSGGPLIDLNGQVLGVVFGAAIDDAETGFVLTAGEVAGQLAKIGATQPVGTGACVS
Mtb BioA inh: inhibitors of Mycobacterium tuberculosis BioA enzyme; purified M. tuberculosis BioA enzyme, plate reader; inhibition, % at 9.99 µM; 0.096% of 360,000 active; AID 602481; in the data active means inhibition above about 40%; inconclusive means no clear call, values can overlap the other calls
MazEF act: MazEF (E. coli) toxin RNase activation. activation, % at 20 µM. 0.32% of 350,000 active. FAM/BHQ RNA-DNA oligo cleavage fluorescence, 5 h. P0AE70. AID 504720; in the data active means activation above about 50%
Target sequence (P0AE70 whole entry, looked up): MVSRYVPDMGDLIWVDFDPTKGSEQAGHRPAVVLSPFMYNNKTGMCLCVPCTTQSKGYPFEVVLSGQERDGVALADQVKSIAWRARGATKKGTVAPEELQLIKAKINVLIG
PrPC surface inh: inhibitors of human cell surface prion protein PrPC; inhibition, % at 13.8 µM; 0.43% of 370,000 active; TR-FRET read-out; P04156; in the data active means inhibition above about 24%; further: 0% = median of the test wells and 100% = reference compound wells
BoNT-F LC inh: inhibitors of Botulinum neurotoxin F light chain protease | inhibition, % at 10 µM | Multiplex microsphere protease cleavage assay, flow cytometry | 0.22% of 360,000 active | AID 588497; in the data active means inhibition above about 35%, passing the limit was not always enough; inconclusive means no clear call, values can overlap the other calls; further: plate controls were buffer without enzyme for full effect and enzyme alone for no effect
Mtb FBA inh: inhibits M. tuberculosis FBA enzyme | AID 588726 | purified M. tuberculosis FBA, fluorescence read-out | inhibition, % at 1 µM | 2.3% of 360,000 active; in the data active means inhibition above about 27%;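 further: 0% = vehicle and 100% = reference inhibitor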
Target sequence (P9WQA3 whole entry, looked up): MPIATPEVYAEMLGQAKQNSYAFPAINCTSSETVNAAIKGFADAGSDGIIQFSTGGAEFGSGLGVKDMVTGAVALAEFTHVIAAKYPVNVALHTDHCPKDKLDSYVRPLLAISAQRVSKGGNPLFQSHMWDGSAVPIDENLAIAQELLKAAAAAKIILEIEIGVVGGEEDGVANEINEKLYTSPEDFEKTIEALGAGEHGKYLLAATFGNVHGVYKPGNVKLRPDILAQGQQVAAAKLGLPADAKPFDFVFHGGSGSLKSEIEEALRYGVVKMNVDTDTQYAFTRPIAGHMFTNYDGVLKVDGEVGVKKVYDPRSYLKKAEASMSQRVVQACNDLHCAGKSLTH
Starred values were filed as active, the others as inactive; ? = inconclusive; / = no result given.

SMILES	Mtb UGM inh	GDH-TPI inh	FadD28 binding	Rv3671c protease	Mtb BioA inh	MazEF act	PrPC surface inh	BoNT-F LC inh	Mtb FBA inh
O=C(CCCCCNc1nc(=S)[nH]c2ccccc12)NCCc1ccc(Cl)cc1	-1.9	5	0.8	-12	/	-11	-2	2	-3
Cc1nnc(Sc2c(N)n(C)c(=O)[nH]c2=O)s1	1.3	0	-3.1	-2	/	-1	11	6	1
O=C(c1sc2ccccc2c1Cl)N(Cc1ccccc1Cl)C1CCS(=O)(=O)C1 (stereo unspecified)	-0.3	3	-1.2	-12	-0.4	-5	-5	2	7
Cc1cc(C)c(C)c(S(=O)(=O)N2CCN(C(=O)CCC(=O)N3CCOCC3)CC2)c1C	0.3	-3	-4.5	10	/	2	8	0	0
Cc1cc(Cl)c(S(=O)(=O)NC(C)C)cc1OCC(N)=O	0.4	8	-0.5	4	/	2	1	-2	-2
CN(C)CCCNC(=O)c1cc(C(=O)C2CCCCC2)c[nH]1	3.4	-1	1.0	1	/	16	-3	-10	0
CC1=C(C(=O)NCc2ccccc2)C(c2cc(Br)cc(Br)c2OC(C)C)NC(=O)N1 (stereo unspecified)	0.6	4	0.0	-4	2.3	-1	2	-1	-2
O=C(CN=C1NC(=O)C(c2ccccc2)(c2ccccc2)N1)NCc1ccc(F)cc1	1.6	11	-0.5	4	/	2	-2	-3	-1
Cc1ccccc1Cn1c(C(=O)OC(C)C)cc2c1ccn2C	-2.4	-1	-1.7	5	1.2	-1	-8	-13	1
CCc1ccccc1N(CC(=O)O)S(C)(=O)=O	0.6	1	-4.3	-5	-1.0	6	7	?	2
COc1ccc(S(=O)(=O)N2CCN(c3ccc(F)cc3)CC2)cc1C(=O)N1CCCC1	-0.5	-4	-1.8	-1	-1.2	-2	3	-34	4
CCOc1ccccc1/C=C(/NC(=O)c1ccccc1)C(=O)N1CCCCC1	2.7	9	-2.9	-1	-0.5	3	3	2	3
COc1ccc(OC)c(C2=NOC(C(=O)N3CCCc4ccccc43)C2)c1 (stereo unspecified)	2.5	11	-1.5	-5	/	6	-8	-2	2
Oc1ccc2oc3c(c2c1C=NCc1ccncc1)CCCC3	1.5	11	1.4	0	-4.5	-25	-1	-1	10
CCN1C(=O)[C@H]2[C@@H](c3ccc(C)cc3)N3C(=O)N(c4cccc(Br)c4)C(=O)[C@@]3(C)[C@H]2C1=O	/	-7	0.3	/	-1.7	7	3	-2	0
COc1cc(C2c3c(-c4ccccc4)n[nH]c3C(=O)N2c2ccccc2)ccc1O (stereo unspecified)	2.4	14	-8.9	-10	6.1	-2	-6	6	2
CN(C)CCCN(Cc1cc2cc3c(cc2[nH]c1=O)OCO3)C(=S)NCc1ccco1	-1.9	8	-5.2	8	0.5	0	-2	-1	27*
CC1=C(N2CCCCC2)CCC1=O	1.1	12	-4.1	-4	0.4	11	-7	2	-2
Cc1ccc(NC(=S)NNC(=O)c2ccco2)cc1	-4.7	-4	0.6	6	/	1	2	2	2
COc1ccc(CCNC(=O)c2ccc(CNS(=O)(=O)c3ccc(C(C)(C)C)cc3)cc2)cc1OC	-3.2	7	?	-6	0.0	-2	0	0	1

Reformatted with bars between the fields: 12 of the compounds above
Molecule | Mtb UGM inh | GDH-TPI inh | FadD28 binding | Rv3671c protease | Mtb BioA inh | MazEF act | PrPC surface inh | BoNT-F LC inh | Mtb FBA inh
Cc1ccccc1Cn1c(C(=O)OC(C)C)cc2c1ccn2C | -2.4 | -1 | -1.7 | 5 | 1.2 | -1 | -8 | -13 | 1
CCc1ccccc1N(CC(=O)O)S(C)(=O)=O | 0.6 | 1 | -4.3 | -5 | -1.0 | 6 | 7 | ? | 2
COc1ccc(S(=O)(=O)N2CCN(c3ccc(F)cc3)CC2)cc1C(=O)N1CCCC1 | -0.5 | -4 | -1.8 | -1 | -1.2 | -2 | 3 | -34 | 4
CCOc1ccccc1/C=C(/NC(=O)c1ccccc1)C(=O)N1CCCCC1 | 2.7 | 9 | -2.9 | -1 | -0.5 | 3 | 3 | 2 | 3
COc1ccc(OC)c(C2=NOC(C(=O)N3CCCc4ccccc43)C2)c1 (stereo unspecified) | 2.5 | 11 | -1.5 | -5 | / | 6 | -8 | -2 | 2
Oc1ccc2oc3c(c2c1C=NCc1ccncc1)CCCC3 | 1.5 | 11 | 1.4 | 0 | -4.5 | -25 | -1 | -1 | 10
CCN1C(=O)[C@H]2[C@@H](c3ccc(C)cc3)N3C(=O)N(c4cccc(Br)c4)C(=O)[C@@]3(C)[C@H]2C1=O | / | -7 | 0.3 | / | -1.7 | 7 | 3 | -2 | 0
COc1cc(C2c3c(-c4ccccc4)n[nH]c3C(=O)N2c2ccccc2)ccc1O (stereo unspecified) | 2.4 | 14 | -8.9 | -10 | 6.1 | -2 | -6 | 6 | 2
CN(C)CCCN(Cc1cc2cc3c(cc2[nH]c1=O)OCO3)C(=S)NCc1ccco1 | -1.9 | 8 | -5.2 | 8 | 0.5 | 0 | -2 | -1 | 27*
CC1=C(N2CCCCC2)CCC1=O | 1.1 | 12 | -4.1 | -4 | 0.4 | 11 | -7 | 2 | -2
Cc1ccc(NC(=S)NNC(=O)c2ccco2)cc1 | -4.7 | -4 | 0.6 | 6 | / | 1 | 2 | 2 | 2
COc1ccc(CCNC(=O)c2ccc(CNS(=O)(=O)c3ccc(C(C)(C)C)cc3)cc2)cc1OC | -3.2 | 7 | ? | -6 | 0.0 | -2 | 0 | 0 | 1

New compounds follow:
SMILES	Mtb UGM inh	GDH-TPI inh	FadD28 binding	Rv3671c protease	Mtb BioA inh	MazEF act	PrPC surface inh	BoNT-F LC inh	Mtb FBA inh
Cn1cc(/C=C2\SC(=O)NC2=S)c2ccccc21	0.5	6	2.7	1	/	-80	-18	-6	-20
CCOC(=O)CNC(=O)CSc1ccc2nnc(-c3cccnc3)n2n1	-0.3	-1	-1.9	-4	/	-6	1	0	19
O=C(NCCCN1CCOCC1)[C@@H]1CSC2c3ccccc3C(=O)N21 (stereo partly specified)	-1.1	2	-0.2	6	-1.0	1	8	-9	0
CC(=O)Oc1ccc(C(=O)Nc2cccc(C(=O)NC(C)(C)C)c2)cc1	1.8	-8	-1.5	5	/	13	8	-5	-6
O=C1/C(=C/c2ccncc2)SC(=S)N1C1CCS(=O)(=O)C1 (stereo unspecified)	-0.8	12	-0.4	-11	-0.7	5	-2	0	-2
COC(=O)C[C@H]1c2ccccc2S(=O)(=O)N1Cc1ccc(OC)cc1	-0.1	-4	-1.2	-8	0.3	2	-2	2	1
CC(Cc1ccccc1)C(=O)N(C)Cc1cccnc1 (stereo unspecified)	0.6	10	-0.4	-8	0.8	3	-1	1	8
COc1ccc(N2CC(NC(=O)Nc3ccccc3)CC2=O)cc1 (stereo unspecified)	-0.2	-5	-3.8	5	/	-2	2	-5	-3
CN(C)c1ccc(C(=O)c2ccc(N(C)C)c3ccccc23)cc1	0.2	34*	-0.6	-4	1.7	2	8	-6	-1
O=C1OC(c2ccccc2)=NC12CC2c1ccc(Cl)cc1 (stereo unspecified)	-1.2	8	-2.6	-6	0.6	-10	4	-1	4
COc1ccc(C(C(=O)NC2CCCC2)N(Cc2ccccc2)C(=O)CNC(=O)c2ccco2)cc1 (stereo unspecified)	-1.9	4	-1.4	-1	0.0	2	1	-13	-9
Cc1ccc(C)c(CSc2nnc(-c3cccs3)n2Cc2ccco2)c1	-0.5	3	-3.3	-4	-0.3	-8	5	/	0
CCc1ccc(N2CC(O)(c3cccs3)[N+]3=C2SCCC3)cc1 (stereo unspecified)	-0.7	3	-1.0	-4	/	7	4	-1	4
O=C(NNc1c2ccccc2nc2ccccc12)c1cccc(O)c1	1.0	4	3.6	7	/	10	-22	-36	18
Cc1ccc(S(=O)(=O)N2CCC(NC(=O)c3cccnc3)CC2)cc1Cl	-1.0	7	-5.4	-4	0.0	1	9	31	0
COc1cc(Cl)c(C)cc1NC(=O)COC(=O)c1cc[n+]([O-])cc1	-1.1	4	-3.4	-6	/	2	-2	-8	0
Cc1ccc(C2CN(c3ccccc3)CC2C(=O)c2ccc(F)cc2)cc1 (stereo unspecified)	1.2	7	-1.0	-4	-1.4	0	0	-7	1
O=C(c1cnc2sccn2c1=O)N(Cc1ccccc1)c1ccccn1	3.3	33*	1.5	-3	-0.6	6	-5	-11	0
COc1ccc(OCC(=O)Nc2ccc(NC(=O)c3cccs3)cc2)cc1	2.5	0	-2.2	-28	-2.5	1	9	-18	-2
COC(=O)c1ccc(S(=O)(=O)NCc2ccc(OC)cc2)n1C	-0.2	2	-0.7	-5	/	6	-2	-6	3

Laid out differently: results already given.
mol,Mtb UGM inh,GDH-TPI inh,FadD28 binding,Rv3671c protease,Mtb BioA inh,MazEF act,PrPC surface inh,BoNT-F LC inh,Mtb FBA inh
O=C(NCCCN1CCOCC1)[C@@H]1CSC2c3ccccc3C(=O)N21 (stereo partly specified),-1.1,2,-0.2,6,-1.0,1,8,-9,0
O=C1OC(c2ccccc2)=NC12CC2c1ccc(Cl)cc1 (stereo unspecified),-1.2,8,-2.6,-6,0.6,-10,4,-1,4

Continued.
SMILES	Mtb UGM inh	GDH-TPI inh	FadD28 binding	Rv3671c protease	Mtb BioA inh	MazEF act	PrPC surface inh	BoNT-F LC inh	Mtb FBA inh
O=C1c2ccccc2C(=O)N1c1ncn[nH]1	0.8	1	-4.8	4	0.1	6	4	-2	0
CC(=O)NC1CC2CCCC(C1)N2C(=O)Nc1c(C)cccc1C (stereo unspecified)	/	0	-0.2	/	-1.3	6	4	2	0
CC(NC(=O)CN(C)CC(=O)Nc1ccc(F)c(F)c1F)c1ccccc1 (stereo unspecified)	-0.7	-6	-3.0	-1	/	3	-1	-1	-2
Cc1cc(N)n(-c2ccc(Oc3ccccc3)c(S(=O)(=O)O)c2)n1	/	-2	14*	/	/	11	0	2	2
CCCCOc1ccc(-c2c(C#N)c(N)[nH]c(=S)c2C#N)cc1	-0.8	14	5.9	-22	-0.9	-1	0	-3	-1
CCc1nc2ccc(C(=O)Nc3cc(-c4ccccc4)ccc3OC)cn2c1N(C)Cc1ccc(Cl)cc1	/	29	-1.7	/	-5.0	/	15	-1	1
COc1ccc(NC(=O)c2ccc3c(SCC(=O)O)c4c(nc3c2)CCCC4)c(OC)c1	0.8	4	-1.1	-25	/	4	-16	-7	-2
NC(=O)c1ccc(NC(=O)COC(=O)CCCc2c[nH]c3ccccc23)cc1	-2.5	0	-3.5	-2	/	1	-3	-2	5
CCOC(=O)C(C(=O)OCC)C(=O)c1cc(OC)c(OC)c(OC)c1	1.0	4	-0.4	-6	-0.7	1	-3	7	-6
Cc1onc(-c2ccccc2)c1C(O)c1ccc(F)cc1 (stereo unspecified)	1.1	-1	-1.7	-6	0.4	2	4	-5	2
O=c1[nH]cnc2c1ncn2[C@@H]1O[C@H](CO)[C@@H](O)[C@H]1O	/	3	0.9	6	1.0	7	-13	3	-1
Oc1cccc(/C=N/Nc2ncnc3c2ncn3Cc2ccccc2)c1	1.4	37*	-2.9	1	-1.7	7	-3	-6	2
CCOC(=O)C1C(c2ccc(O)c(OC)c2)NC(=S)NC1(O)C(F)(F)F (stereo unspecified)	1.9	2	-0.2	7	-2.4	-12	-5	3	4
COc1ccc(-c2nc(CN(Cc3cnn(C)c3)C(C)C)c(C)o2)c(OC)c1	-3.6	-3	2.1	-4	/	-1	-4	-9	4
CC(Nc1nc(=S)nc(Nc2ccc(F)cc2)[nH]1)c1ccccc1 (stereo unspecified)	0.3	8	-2.4	-12	1.2	9	-3	?	0
CC(=O)Nc1ccc2oc(-c3cc(F)c(F)cc3Cl)nc2c1	2.2	6	1.1	-1	-0.4	-15	5	6	13
CCC1(NS(=O)(=O)c2ccc(N)cc2)C(=O)N(C)C(=O)N(C)C1=O	/	12	-1.4	/	/	-1	5	-4	1
CCOC(=O)CCn1c(=O)c2c(nc(Br)n2Cc2ccccc2)n(C)c1=O	-0.8	8	0.3	9	-1.8	0	0	-21	3
C/C(CC(=O)NC1CCCCC1)=N\NC(=O)Cc1ccc(-c2ccccc2)cc1	-1.0	-6	-3.9	-7	/	5	6	-1	-1
CCN(CC)S(=O)(=O)c1ccc(N2CCN(C)CC2)c(NC(=O)CN2C(=O)NC3(CCCCC3)C2=O)c1	/	3	-1.7	/	0.2	-5	1	-9	1
CS(=O)(=O)Nc1ccc(S(=O)(=O)NCCc2ccccc2)cc1	-3.1	6	-1.7	2	/	3	-2	-3	-4
c1ccc(-c2nc(N3CCOCC3)cc(N3CCOCC3)n2)cc1	-1.8	-2	-0.8	6	0.0	0	-7	-2	0
Cc1c(Cl)cccc1NC(=S)NC1CC1	-0.9	0	-4.0	-5	/	-2	-5	-5	0
